Source: PubChem BioAssay
All columns: NCI-60 one-dose screen, growth in % after 48 h at 10 µM unless noted; 100 = growth as untreated, 0 = no growth, -100 = all killed.
SN12C = SN12C renal cancer cells. actives 3.8% (n = 81,000). AID 1794767
U251 = U251 CNS tumor cells. actives 5.4% (n = 80,000)
SF-268 = SF-268 CNS cancer cells; actives 3.1% (n = 82,000)
SF-295 = SF-295 CNS cancer cells; actives 5.6% (n = 79,000); AID 1794758
CAKI-1 = CAKI-1 renal cancer; actives 4.7% (n = 75,000); AID 1794772
786-0 = 786-0 renal cancer cells | actives 5.1% (n = 81,000)
TK-10 = TK-10 renal cancer cells. actives 3.9% (n = 81,000)
UO-31 = UO-31 renal cancer | actives 5.2% (n = 81,000)
* marks the source's active call; other numbers are inactive results; · = not tested or not shown; & = joins results of further samples; ! = repeats disagree; [ ] = dose if it differs, or a comment. Rule for the calls: active = growth percent below 10; inactive = the rest. Compounds as they come. About 9.2% of those tested had a hit in this group.

structure,UO-31,786-0,SF-295,U251,CAKI-1,SF-268,SN12C,TK-10
COc1ccc(S(=O)(=O)NC2c3ccccc3CC2O)cc1 (stereo not given),70.7,102.7,95.3,106.4,84.1,93.9,101.3,127.9
CN(C)c1ccc(C(N)C(=O)O)cc1 (stereo not given),87.9,95.3,97.6,87.8,95.0,99.1,·,104.9
COC(=O)Nc1c[nH]c(=O)[nH]c1=O,99.5,103.4,101.4,103.5,·,102.2,106.0,95.0
COc1ccc(Nc2nc(C)c(/C(C)=N\NC(=S)NC3CCCCC3)s2)cc1,92.0,87.7,78.0,88.4,79.0,90.5,76.6,97.3
Nc1cccc(I)c1,76.5,100.7,105.0,94.2,98.4,106.0,99.5,96.7
Cc1c(C)c(CN)c(C)c(C)c1CN,75.4,100.8,98.6,102.5,100.0,100.3,101.9,100.2
CCn1cc(C(=O)O)c(=O)c2cc(F)c(N3CCN(S(=O)(=O)c4c(C)cc(C)cc4C)CC3)cc21,33.1,102.1,48.4,83.3,89.5,83.7,88.5,97.5
COc1cc(/C(N)=N/OC(=O)CSc2nc3ccccc3s2)cc(OC)c1OC,76.4,103.1,102.0,98.0,85.0,97.4,97.5,125.1
C1CN(SSN2CCOCC2)CCO1,-37.5*[100 µM],-93.0*[100 µM],6.0*[100 µM],-28.0*[100 µM],-48.4*[100 µM],-78.9*[100 µM],-74.7*[100 µM],-72.8*[100 µM]
O=C1Nc2ccccc2/C1=C/C(=N/c1nnc(-c2ccccc2)s1)c1ccccc1,-87.2*,-19.3*,·,·,-10.2*,60.4,41.8,-39.7*
CN(N=C(c1ccccc1)c1ccccc1)c1ccccc1,·,94.6,·,100.6,·,111.9,95.3,86.6
Cc1cc(NC(=O)CSCC(=O)O)no1,·,102.9,94.2,101.2,90.0,113.5,100.8,86.6
CCC(=O)c1ccc(O)cc1,83.6&89.4,101.7&103.4,99.2&98.8&100.2,99.7&104.3&103.7,99.2&109.3&98.6,94.4&98.5&108.1,102.3&105.6&111.0,101.0&112.4&111.7
NC1=NC2(CCCC2)N(c2ccc(S(=O)(=O)Nc3nccs3)cc2)C(N)=N1,83.6,105.1,104.3,104.3,93.6,105.0,101.6,104.4
C[N+]1(Cc2ccc(C[N+]3(C)CCCCCC3)cc2)CCCCCC1,126.8,103.6,118.2,98.6,103.1,91.9,114.2,104.3
CC(=O)Nc1ccc(CC[C@H]2CCC/C=C/[C@@H]3C[C@H](O)C[C@H]3[C@H](O)/C=C/C(=O)O2)cc1,6.9*,·,16.9,15.2,16.0,13.8,5.8*,-45.5*
Cc1ccc(-c2nc(C#N)c(S(=O)(=O)N(C)C)o2)cc1,91.7,96.4,100.1,93.3,90.0,104.0,75.2,102.6
Cc1ccc(C2NCc3c(nc4c(c(C)nn4-c4ccccc4)c3-c3ccc(Cl)cc3)N2)cc1 (stereo not given),99.3,86.0,96.0,85.4,97.9,102.5,101.7,92.3
CN(O)c1nc(N/N=C\c2ccccc2)nc(N2CCOCC2)n1,35.9,70.1,105.8,70.5,64.9,67.4,88.1,104.0
CSc1nc2[nH]ncc2c(=O)[nH]1,100.8,101.3,96.2,103.1,103.0,95.2,101.1,103.8
O=C1OC(c2ccc(O)cc2)(c2ccc(O)cc2)c2ccccc21,75.6&88.7,103.7&99.9,84.5&107.6,99.2&105.1,88.9&101.7,159.7&113.9,103.6&96.8,115.1&107.7
O=C(Nc1ccc(Cl)cc1)Nc1cccc2nsnc12,50.9,86.1,46.0,85.1,34.6,92.5,73.6,115.4
Cc1cc(C)c2c(-c3nnc(N)o3)cc(=O)oc2c1,85.6,94.7,98.9,97.3,95.5,105.8,100.9,101.8
CC(=O)Oc1cc(C(C)C)c(OCCN(C)C)cc1C,97.3&94.2,104.3&99.6,92.0&102.5,-90.7*!,95.3&91.9,108.6&112.1,97.6&96.7,121.0&111.9
c1ccc(-c2nc(-c3c[nH]c4ccccc34)cs2)cc1,65.0,109.6,114.2,91.6,83.5,87.8,89.6,106.5
OCCCc1ccccc1Cl,84.3,110.3,112.4,113.1,113.5,110.5,96.0,112.9
CC1=C(C)C(=O)OC([C@](C)(O)C2(O)CCC3C4C(CC[C@@]32C)[C@@]2(C)C(=O)C=CC[C@]2(O)[C@H]2O[C@@H]42)C1 (stereo not given in full),89.2,95.1,103.2,99.4,81.8,104.6,95.2,90.7
CC(O)CN1CCNCC1 (stereo not given),89.1,111.9,107.3,115.2,91.7,99.3,97.0,107.8
Oc1cccc(N=Cc2ccccc2O)c1,91.6,·,108.3,99.2,99.9,98.1,98.5,100.9
N#C/C(C(=O)c1ccccc1)=C1/C(=O)Nc2ccc(F)cc21,74.0,100.7,102.4,103.9,86.3,100.7,98.0,122.2
Nc1cc(N)c(S(=O)(=O)O)cc1N=Nc1cc([N+](=O)[O-])ccc1O,89.4,109.8,107.4,100.2,·,102.1,100.1,102.0
COC(=O)C1C2CC3c4[nH]c5cc(OC)ccc5c4CCN3CC2CC(OC2CCCCO2)C1OC (stereo not given),92.8,101.4,101.8,97.0,83.2,100.9,108.3,104.3
Cc1cc(C)n(Cc2cc(C(C)(C)C)cc(C(C)(C)C)c2)c(=O)c1C#N,80.5,93.5,85.9,97.9,103.6,94.8,90.0,107.1
O=C(OCC(O)C1OC(c2ccccc2)OC(COC(=O)c2ccccc2)C1O)c1ccccc1 (stereo not given),93.2,111.3,77.3,·,85.3,110.3,99.6,99.6
O=P(O)(Cc1ccccc1)c1ccccc1,87.7,112.4,104.0,·,96.5,102.1,90.1,107.9
O=C(OCCNC1CCCCC1)c1ccc([N+](=O)[O-])cc1,88.5,106.7,95.2,95.8,109.5,106.3,105.0,105.9
O=C(/C=C/c1c[nH]c2ccccc12)c1ccc(O)c(CN2CCN(c3ccc(F)cc3)CC2)c1,59.4,102.9,·,93.7,95.4,94.0,93.4,115.7
O=CC(S)CO (stereo not given),83.7,107.9,95.0,99.4,98.3,108.7,96.5,119.2
COc1ccccc1NC(=O)c1ccc(/C=C/C(=O)c2nccn2C)cc1,-94.5*,-48.4*,-87.8*,-74.6*,-38.7*,-61.3*,-80.4*,-45.6*
O=C(/C=C/c1sc(Cl)nc1Cl)c1ccc(Cl)cc1,85.0,93.9,97.7,76.0,87.9,96.1,56.3,89.9
COc1ccc(NC(=O)CSc2nc3ccccc3c(=O)n2-c2ccccc2C(F)(F)F)c(OC)c1OC,91.9,101.4,94.2,95.7,98.4,100.0,93.0,·
CC1Oc2ccc(C(=O)O)cc2NC1=O (stereo not given),90.1,103.1,102.8,100.0,95.3,98.2,100.4,103.3
C#CCn1cnc2c(Nc3cccc(NC(=O)C=C)c3)ncnc21,42.3,61.7,80.5,88.2,82.1,63.4,83.4,93.3
O=c1[nH]cc(Nc2cc(Cl)c3nonc3c2[N+](=O)[O-])c(=O)[nH]1,89.3,105.3,-37.1*,98.6,27.0,126.4,106.8,124.6
O=C1C2=C(Nc3cc([N+](=O)[O-])ccc3N2)OC1c1c2ccccc2cc2ccccc12 (stereo not given),28.3,48.3,57.5,31.4,53.1,33.2,30.6,73.5
Cc1cc(C)c2c(/C=C3/C(=O)NC(=S)NC3C)cc(=O)oc2c1 (stereo not given),90.7,89.5,98.6,94.3,·,91.2,97.0,93.7
COc1cc(/C=C/c2cccnc2Nc2ccc(O)cc2)cc(OC)c1OC,69.7,74.5,102.2,76.4,76.2,103.0,84.8,121.0
CCCC(O)C(F)(F)Cl (stereo not given),84.6,97.2,85.6,104.2,96.6,102.4,108.1,98.0
O=C(OCc1ccccc1Cl)OCc1ccccc1Cl,92.8,97.1,99.0,91.8,102.1,107.0,104.1,107.0
O=C1/C(=C/c2ccc(Oc3ccnc(N4CCOCC4)n3)cc2)CC/C1=C\c1ccc(Oc2ccnc(N3CCOCC3)n2)cc1,65.0,70.7,56.8,76.2,61.8,92.8,83.6,94.7
O=C(NNc1nc2ccccc2nc1/C=C/c1ccc(Cl)cc1)Nc1cccc(Cl)c1,48.7,82.6,103.6,82.6,46.5,64.6,68.1,120.0
CCCCCCCCN1C(=O)/C(=c2\sc3n(c2=O)C2C(NN=3)N(CC)C(=O)N2CC)c2ccccc21 (stereo not given),66.8,65.7,73.0,46.2,49.3,65.3,86.1,110.2
CCCCN(C(=O)c1ccco1)c1ccccc1,87.6,94.8,97.1,103.0,97.2,105.5,98.6,97.9
Cc1ccc(C(=O)Nc2ccccc2C(=O)N/N=C/c2cc3ccccc3cn2)cc1,59.7,62.8,68.9,·,75.8,59.9,74.0,96.8
COc1ccc(NNc2c(N)nn3c(-c4ccc(OC)c(OC)c4)c(C#N)c(N)nc23)cc1,89.8,103.2,98.3,97.2,91.5,104.0,102.5,111.4
CCCCOP(=O)(OCCCC)C1(C)CC(=O)CC(C)(C)C1 (stereo not given),68.0,105.6,115.6,100.5,94.7,93.5,108.2,106.9
O=C(/C=C/CN1CCOCC1)Nc1cc2c(Nc3cccc(Cl)c3F)ncnc2cc1OCCOC(F)F,36.8,53.4,81.2,94.1,24.9,65.2,61.8,57.3
N#C/C(=C\c1ccc(-c2ccc(Br)cc2)o1)c1nc2ccccc2s1,80.0,102.6,103.8,·,81.2,101.5,98.4,175.9
Nc1ncc2c(n1)-c1cccn1CCC2,77.2,109.1,101.7,94.7,88.9,102.1,104.9,119.4
CCN1C(=O)N(CC)C2Nn3c(s/c(=C4\C(=O)N(C(C)C)c5ccccc54)c3=O)=NC21 (stereo not given),55.8,49.1,19.0,28.1,45.9,51.8,47.7,86.6

(listing goes on)
structure,UO-31,786-0,SF-295,U251,CAKI-1,SF-268,SN12C,TK-10
COc1ccc(/C=N/NC(=O)Cn2c(-c3ccc(S(C)(=O)=O)cc3)nc3ccccc32)cc1,75.9,99.3,93.1,106.3,93.0,101.7,99.9,108.8
CS(=O)(=O)c1ccc(-c2cnc3ccc(-c4cccc(C(=O)N5CCNCC5)c4)nn23)cc1,95.0,96.9,97.2,83.2,98.5,71.4,103.8,91.2
O=C(Nc1nc2cc(Cl)ccc2o1)c1ccc(C(=O)Nc2nc3cc(Cl)ccc3o2)cc1,80.1,76.6,44.1,·,63.5,55.9,71.1,126.7
COc1ccc(/C=N/NC(=O)Cn2nc(Cc3ccccc3)c3onc(C)c3c2=O)cc1,68.7,30.9,93.4,90.8,94.4,94.0,94.5,106.6
O=C(Oc1ccc(Cc2ccccc2)cc1)Oc1ccc(Cc2ccccc2)cc1,76.6,100.4,101.5,91.6,89.2,93.0,97.9,105.2
COc1cc(/C(C)=C(\c2ccc(Cl)cc2)c2ccc(OCCN(C)C)cc2)ccc1F,47.5,65.7,89.7,44.3,62.7,70.8,73.8,72.1
O=C(NCc1ccccc1)c1ccccc1,76.1,104.0,112.7,101.8,100.2,100.4,106.0,108.4
CCCc1ncc(C[n+]2ccccc2C)c(N)n1,89.8,103.2,97.2,92.9,98.5,·,105.1,110.1
CCOC(=O)c1ccc(NCc2ccncc2)cc1,95.1,105.4,103.6,84.5,99.4,·,97.6,·
OCC1CCN(c2ccc3nnc(Cl)n3n2)CC1,82.4,99.4,97.5,101.6,84.2,94.1,95.3,104.3
C=C[Si](OC(C)=O)(OC(C)=O)OC(C)=O,79.3,98.5,96.9,100.0,96.4,99.4,110.0,104.8
Cc1nn(-c2nc(-c3cc4ccccc4oc3=O)cs2)c(C)c1N=Nc1ccccc1,79.3,104.2,103.7,88.8,89.2,104.9,103.2,112.4
Cc1ccc2nc(Sc3ncccc3C(=O)O)n(-c3ccccc3)c(=O)c2c1,87.9,102.2,102.2,114.2,86.9,107.1,104.9,129.9
CCCCC(CC)COCCCNCC(=O)O (stereo not given),88.9,102.8,104.4,101.5,100.3,99.6,101.6,·
Cc1nc(Nc2ccc(NC(=O)Nc3ccccc3)cc2)c2ccccc2n1,82.9,105.0,101.0,102.9,95.9,107.1,95.4,106.1
Cc1ccc(S(=O)(=O)OCC(COS(=O)(=O)c2ccc(C)cc2)(COS(=O)(=O)c2ccc(C)cc2)COS(=O)(=O)c2ccc(C)cc2)cc1,77.4,101.2,116.2,·,89.7,105.0,97.7,124.3
O=C(c1c[nH]c(=O)c(-c2ccccc2)c1)c1ccccc1O,68.6,88.2,92.2,89.2,85.0,91.5,85.2,94.8
Cc1nc(Nc2nc3ccccc3s2)nc(-c2ccccc2)c1C(=O)Nc1ncccn1,65.2,95.1,·,90.7,104.6,98.0,98.9,106.0
COc1ccc(-c2nc3sccn3c2-c2cc(-c3ccc(C(C)(C)C)cc3)on2)cc1,98.2,93.3,111.6,95.7,90.3,107.4,86.8,148.5

Ordered by molecular weight (ascending): part of the list above.
structure,UO-31,786-0,SF-295,U251,CAKI-1,SF-268,SN12C,TK-10
O=C(c1c[nH]c(=O)c(-c2ccccc2)c1)c1ccccc1O,68.6,88.2,92.2,89.2,85.0,91.5,85.2,94.8
Cc1nc(Nc2ccc(NC(=O)Nc3ccccc3)cc2)c2ccccc2n1,82.9,105.0,101.0,102.9,95.9,107.1,95.4,106.1
Cc1ccc2nc(Sc3ncccc3C(=O)O)n(-c3ccccc3)c(=O)c2c1,87.9,102.2,102.2,114.2,86.9,107.1,104.9,129.9
COc1ccc(-c2nc3sccn3c2-c2cc(-c3ccc(C(C)(C)C)cc3)on2)cc1,98.2,93.3,111.6,95.7,90.3,107.4,86.8,148.5
Cc1ccc(S(=O)(=O)OCC(COS(=O)(=O)c2ccc(C)cc2)(COS(=O)(=O)c2ccc(C)cc2)COS(=O)(=O)c2ccc(C)cc2)cc1,77.4,101.2,116.2,·,89.7,105.0,97.7,124.3
